# GALR2 blocker – antagonists of human galanin receptor 2 (GALR2) | 0.39% of 140,000 active | GALR2-expressing cells, antagonist mode | O43603 | inhibition, % at 4 µM | AID 828; in the data active = inhibition above about 27%;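 note: cells stimulated with galanin 1-16 at roughly its EC80; 0% = agonist challenge control and 100% = basal control without agonist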
# Target sequence (O43603 whole entry, looked up): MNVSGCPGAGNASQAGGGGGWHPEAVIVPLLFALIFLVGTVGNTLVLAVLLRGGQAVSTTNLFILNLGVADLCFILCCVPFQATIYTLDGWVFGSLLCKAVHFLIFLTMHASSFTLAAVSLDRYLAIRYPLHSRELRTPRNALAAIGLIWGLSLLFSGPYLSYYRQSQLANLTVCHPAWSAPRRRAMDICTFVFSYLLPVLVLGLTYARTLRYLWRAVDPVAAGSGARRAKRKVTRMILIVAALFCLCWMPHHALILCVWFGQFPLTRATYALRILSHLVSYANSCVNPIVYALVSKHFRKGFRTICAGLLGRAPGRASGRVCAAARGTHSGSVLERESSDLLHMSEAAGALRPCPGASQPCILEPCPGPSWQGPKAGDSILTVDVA
# Yeast growth inh – yeast BB579 growth reduction in restrictive medium; S. cerevisiae BB579 growth, OD615, 48 h; inhibition, % at 10 µM; 0.51% of 140,000 active; AID 804;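 active = inhibition above a set limit, 3 SD over the mean compound inhibition, cut at about 44% in these data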; note: inactives centre near -24
#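 System: DeaD yeast strain BB579; buffer or medium: CSMM-D dextrose restrictive medium; technique: OD at 615 nm; schedule: 4 h cell preincubation, 48 h compound exposure, 30 °C humidified; doses: single 10 µM dose; controls: amphotericin B 10 µg/mL, positive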
# Phagocytosis inh – macrophage phagocytosis inhibition. J774A.1 macrophage IgG-bead phagocytosis, imaging. inhibition, % at 5 µM. 0.07% of 110,000 active. AID 1029;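 active = inhibition above the mean of the plate negative controls plus 5 SD, cut at about 13% in these data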;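 note: phagocytic index as fraction of beads internalized from green versus red external bead signal; plate controls were DMSO negative control for no effect and cytochalasin-D positive control for full effect; some results beyond the cut were filed as inactive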
# bCat KO growth – beta-catenin-lacking colon tumor cell growth suppression. HCT116 beta-catenin knockout viability, CellTiter-Glo, 60 h; active compounds read low. 1.5% of 140,000 active. viability, % at 10 µM. AID 818;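 active = viability at or under a set limit, the compound median less 4 SD, cut at about 6% in these data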;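 note: 0% = Hyamine 1622 control at 20 µM and 100% = untreated cell control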
# PTEN del growth – PTEN-deleted cell growth suppression; HCT116 PTEN-null viability, CellTiter-Glo, 60 h; active compounds read low; viability, % at 10 µM; 1.2% of 140,000 active; AID 827;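 active = viability at or below a set limit, 4 SD under the median of all tested compounds, cut at about 3.7% in these data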;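 note: PTEN knockout HCT116 line with beta catenin targeted HCT116 as companion control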
# MRP1 act – activates MRP-1; H69AR cells + doxorubicin, viability rescue, CellTiter-Glo; 0.61% of 140,000 active; viability increase, % at 10 µM;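 active = viability gain under doxorubicin at or above a set limit, the compound median plus 3 SD, cut at about 4.7% in these data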;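 note: MRP-1 overexpressing cells given doxorubicin 25 µM after compound pretreatment; 18-22 h compound pretreatment then 72 h with doxorubicin before readout; 0% = doxorubicin-only wells and 100% = vehicle-treated cells without doxorubicin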
# Measles CPE – protection of cells from measles virus; Measles virus-infected cells, CPE protection, absorbance; protection (pct of control), % at 4 µM; 1.5% of 140,000 active; in the data active = protection mostly above about 24%, no sharp cut-off; inactive = mostly below about 26%; note: some compounds called inactive have numbers as strong as hits
# NPY-Y2 antag – blocks the human neuropeptide Y Y2 receptor. 0.99% of 140,000 active. NPY-Y2 expressing cells, antagonist mode. inhibition, % at 2.7 µM. AID 793; in the data active = inhibition above about 17%;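 note: 0% = vehicle with agonist challenge and 100% = reference antagonist with challenge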
# Target sequence (P49146 whole entry, looked up): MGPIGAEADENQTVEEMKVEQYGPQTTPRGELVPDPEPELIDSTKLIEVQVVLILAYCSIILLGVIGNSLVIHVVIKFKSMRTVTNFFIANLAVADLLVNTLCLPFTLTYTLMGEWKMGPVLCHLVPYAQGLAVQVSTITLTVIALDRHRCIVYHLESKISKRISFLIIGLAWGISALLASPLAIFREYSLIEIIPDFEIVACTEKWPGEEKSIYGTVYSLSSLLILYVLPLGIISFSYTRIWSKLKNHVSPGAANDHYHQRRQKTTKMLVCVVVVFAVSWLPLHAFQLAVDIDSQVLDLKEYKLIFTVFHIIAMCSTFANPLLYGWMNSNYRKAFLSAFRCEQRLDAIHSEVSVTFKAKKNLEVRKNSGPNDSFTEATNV
# Yeast life ext – yeast lifespan extension | S. cerevisiae growth with nicotinamide, OD615; deaD strain in restrictive glucose medium | inhibition of the nicotinamide effect, % at 10 µM | 0.68% of 130,000 active | AID 775;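 active = inhibition above a set limit, placed 3 SD over the median of all compounds, cut at about 26% in these data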;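 note: 0% = nicotinamide-treated wells and 100% = cells grown without nicotinamide; some compounds called inactive have numbers as strong as hits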
#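 Material: Modified budding yeast, DeaD strain | Medium: Restrictive glucose medium | Probe or stimulus: 1.5 mM nicotinamide | Dosing: Single dose 10 µM compound, 0.25% DMSO | Times: 48 h at 30 °C | Technique: OD615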
# E-sel TNF inh – blocks E-selectin expression induced by TNF alpha | HUVEC TNFa-induced E-selectin immunofluorescence, high content | AID 1246 | inhibition, % at 2 µM | 0.71% of 120,000 active;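 active = inhibition above the batch mean plus 3 SD, and confirmed as a hit on visual image review, cut at about 43% in these data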;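 note: 0% = TNF-stimulated DMSO wells and 100% = unstimulated control wells; not every result past the cut was called active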
# The depositor's hits bear a star; . = no result given.
# Codes – A = GALR2 blocker; B = Yeast growth inh; C = Phagocytosis inh; D = bCat KO growth; E = PTEN del growth; F = MRP1 act; G = Measles CPE; H = NPY-Y2 antag; I = Yeast life ext; J = E-sel TNF inh
CCOC(=O)c1c(-c2ccc(C)o2)csc1NC(=S)NC(=O)c1ccc(F)cc1
  A: -5; B: -24; C: -7; D: 83; E: 77; F: -1.8; G: 4; H: 2; I: 2; J: .
Cc1ccccc1-c1nnc(-c2ccc(Br)cc2)o1
  A: -7; B: -6; C: 1; D: 88; E: 82; F: -2.1; G: 8; H: 13; I: -15; J: -1
CCN(CC)C(=O)c1ccc(CS(=O)(=O)c2ccc(OC)cc2)o1
  A: -1; B: -21; C: .; D: 92; E: 90; F: -1.9; G: 10; H: 2; I: -1; J: .
CCN(CC)S(=O)(=O)c1ccc(NC(=O)Cn2c(=O)sc3ccccc32)cc1
  A: 2; B: -30; C: 1; D: 109; E: 94; F: -2.0; G: 12; H: -2; I: -9; J: -27
CCn1nc(C)c(/C=N/NC(=O)Cc2ccc(Cl)cc2)c1C
  A: 4; B: -10; C: -5; D: 92; E: 92; F: 1.2; G: 9; H: 2; I: 0; J: .
COc1cccc(C(=O)Nc2cccc(-c3nc4ncccc4o3)c2C)c1
  A: -11; B: -60; C: 0; D: 110; E: 102; F: -0.9; G: 8; H: 5; I: -11; J: .
Cc1ccc(-c2nnc(SCC(=O)Nc3sc(C)c(C)c3C#N)n2C)cc1
  A: 5; B: -40; C: .; D: 82; E: 94; F: -4.2; G: 5; H: -1; I: .; J: 20
CC(C)CC(=O)NC(=S)Nc1cc(C(F)(F)F)ccc1N1CCOCC1
  A: -11; B: -7; C: -8; D: 92; E: 79; F: -2.3; G: 14; H: 4; I: -1; J: -5
Nc1nonc1-c1nc2ccccc2n1CC(=O)N/N=C\c1ccc(-c2ccc(Cl)cc2)o1
  A: 4; B: -52; C: .; D: 77; E: 87; F: 0.0; G: 3; H: -1; I: -21; J: 8
CC(Sc1nc2cc([N+](=O)[O-])ccc2n1-c1cccc(C(F)(F)F)c1)C(=O)NC(N)=O (stereo unspecified)
  A: 0; B: -26; C: 2; D: 76; E: 85; F: -4.1; G: 2; H: 1; I: -1; J: .
CC(NC(=O)COC(=O)Cc1ccc(-c2ccccc2)cc1)c1ccccc1 (stereo unspecified)
  A: -1; B: -24; C: -3; D: 79; E: 90; F: -2.5; G: 15; H: 8; I: 4; J: 1
COC(=O)C1=C(O)CSC1=Nc1ccc(C)cc1
  A: -4; B: -36; C: -7; D: 90; E: 105; F: -1.1; G: 26*; H: 0; I: -5; J: .
CCN(CC)S(=O)(=O)c1ccc(NC2c3ccccc3C(=O)N2CCN2CCOCC2)cc1 (stereo unspecified)
  A: 6; B: 5; C: 0; D: 80; E: 79; F: -3.4; G: 3; H: 0; I: -6; J: .
O=C(CN(c1ccc(Cl)cc1)S(=O)(=O)c1ccccc1)N/N=C/c1ccco1
  A: 5; B: -15; C: -1; D: 81; E: 82; F: -2.5; G: 26; H: 7; I: -2; J: -43
O=C(COC(=O)COc1ccc(Cl)cc1)Nc1ccc(F)c([N+](=O)[O-])c1
  A: -4; B: -19; C: -3; D: 87; E: 88; F: -1.6; G: 9; H: 1; I: -7; J: -15
O=C1N(Cc2ccccc2F)c2ccccc2C12OCCCO2
  A: 7; B: -15; C: -8; D: 76; E: 82; F: 0.4; G: 4; H: 1; I: -11; J: 0
CCOc1ccc(-n2ccnc2SCC(=O)Nc2nnc(C)s2)cc1
  A: 13; B: -11; C: .; D: 101; E: 113; F: 0.8; G: 15; H: 0; I: -7; J: -22
COc1ccc(-c2nc(-c3ccccc3OC)no2)cc1OC
  A: 8; B: -41; C: 1; D: 59; E: 70; F: -1.6; G: 5; H: 0; I: -28; J: 21
CC(=O)Oc1ccc(Cl)cc1/C=C/c1cc(OC(C)=O)c2ccccc2n1
  A: 24; B: -34; C: -13; D: 56; E: 74; F: -3.9; G: 24; H: 3; I: 2; J: -1
COC(=O)C1C2C=CC(C3CC23)C1C(=O)OCC(=O)c1ccccc1 (stereo unspecified)
  A: -3; B: -9; C: 0; D: 76; E: 81; F: -2.6; G: 9; H: 6; I: 4; J: 21
Cc1ccc(N2C(=O)CSC2c2ccccn2)cc1Cl (stereo unspecified)
  A: 6; B: -18; C: .; D: 83; E: 92; F: -1.6; G: 7; H: 0; I: -11; J: -3
Cc1cccc(-c2noc(CCCOc3ccc(Cl)cc3Cl)n2)c1
  A: -3; B: -41; C: 0; D: 86; E: 105; F: 0.8; G: 8; H: 9; I: -11; J: 24
COc1ccc2[nH]c(=O)c(CN(CC3CCCO3)C(=O)Nc3ccc(F)cc3)cc2c1 (stereo unspecified)
  A: 4; B: -43; C: .; D: 37; E: 38; F: -4.2; G: 22; H: 2; I: 7; J: -3
O=C(Cn1nc(-c2ccccc2)ccc1=O)NCc1ccc2c(c1)OCO2
  A: 1; B: -61; C: -1; D: 97; E: 104; F: 1.1; G: 4; H: 3; I: -8; J: -8
CC(C)Oc1ccc(/C=N/NC(=O)C2CCCN2S(=O)(=O)c2ccc(Cl)cc2)cc1 (stereo unspecified)
  A: 8; B: 15; C: -1; D: 85; E: 82; F: -2.8; G: 16; H: 5; I: -6; J: 4
Nn1c(Cc2cccc3ccccc23)nnc1SCCOc1ccc(F)cc1
  A: 7; B: -29; C: -3; D: 86; E: 86; F: -0.5; G: 9; H: 2; I: -5; J: -4
COc1ccc(S(=O)(=O)N(C)CC(=O)Nc2ccc3c(c2)OCO3)cc1
  A: -7; B: -59; C: .; D: 103; E: 106; F: -1.5; G: 5; H: 1; I: -2; J: 6
NS(=O)(=O)c1ccc(NC(=O)N[C@@H](Cc2ccccc2)C(=O)O)cc1
  A: 8; B: -27; C: .; D: 100; E: 100; F: -0.9; G: 22; H: 2; I: .; J: -31
CCOc1ccccc1CNC(=O)c1nn(CC)cc1[N+](=O)[O-]
  A: 0; B: -20; C: -6; D: 91; E: 90; F: -1.9; G: 6; H: 2; I: 7; J: .
COC(=O)Nc1nc(-c2ccccc2)c(C(=O)c2ccc(Cl)cc2)s1
  A: -1; B: 1; C: 5; D: 12; E: 14; F: -5.3; G: 7; H: 6; I: -14; J: 30
Cc1nc2ccc(Cl)cc2c(-c2ccccc2)c1CC(=O)O
  A: 0; B: -9; C: -6; D: 91; E: 94; F: -0.3; G: 8; H: 8; I: 5; J: -6
OCC1CCCN(C(=S)Nc2ccc(OC(F)F)cc2)C1 (stereo unspecified)
  A: 1; B: -15; C: -9; D: 97; E: 99; F: 0.2; G: 15; H: 2; I: 0; J: 0
COc1ccc(NC(=O)c2ccco2)cc1NC(=O)c1ccc(C)cc1
  A: -5; B: -16; C: -3; D: 80; E: 85; F: -4.3; G: 8; H: -1; I: -6; J: .
FC(F)Sc1ccc(NC(=S)NCC2CCCCC2)cc1
  A: -4; B: 16; C: 0; D: 12; E: 6; F: -2.7; G: 4; H: 2; I: -4; J: -6
Cc1ccc(CN(C(=O)CNC(=O)c2cccs2)C(C(=O)NCC2CCCO2)c2ccccc2)cc1 (stereo unspecified)
  A: 14; B: -62; C: 0; D: 71; E: 70; F: -0.6; G: 3; H: 4; I: -12; J: -35
CCOc1ccc(NC(=O)CSC(N)=O)cc1
  A: 8; B: -19; C: 0; D: 87; E: 97; F: -1.4; G: 12; H: -6; I: -6; J: -40
Cc1ccc(C(=O)c2cncc(Br)c2)cc1
  A: -2; B: -29; C: -3; D: 90; E: 77; F: -2.5; G: 7; H: 4; I: -16; J: -1
CCOC(=O)C1=C(CNCc2ccccc2Cl)NC(=O)NC1c1ccc2c(c1)OCO2 (stereo unspecified)
  A: -9; B: -1; C: 1; D: 98; E: 83; F: 0.1; G: 5; H: 3; I: -17; J: 11
Cc1ccc(C(=O)NC2CCCCCC2)cc1N1CCCC1=O
  A: 0; B: -45; C: 0; D: 83; E: 102; F: -1.5; G: 16; H: 1; I: -10; J: 1
CCn1c(=O)cc(SCC(=O)N2CCN(c3ccccc3OC)CC2)c2ccccc21
  A: -5; B: -56; C: 2; D: 66; E: 68; F: -1.0; G: 18; H: 3; I: -7; J: 27
COCCNC(=O)c1cc2c3ccccc3n(C)c2s1
  A: 7; B: -45; C: .; D: 105; E: 105; F: -0.4; G: 10; H: 1; I: -32; J: 33
CCOC(=O)c1c(C)[nH]c(C(=O)COc2ccc3c(c2)OCO3)c1C
  A: -6; B: -21; C: -2; D: 101; E: 96; F: -1.3; G: 32; H: 4; I: 2; J: -25
Cc1cc(C(=O)N2CCN(c3ccccc3)CC2)c(C)o1
  A: 2; B: 6; C: 0; D: 99; E: 81; F: -2.6; G: 5; H: -1; I: -18; J: -5
O=C(N/N=C/c1ccccn1)c1ccc(Br)cc1
  A: 18; B: -9; C: .; D: 3.6*; E: 3.6*; F: 3.0; G: 15; H: 3; I: -6; J: 21
CC(C)C(NC=C1C(=O)OC(C)(C)OC1=O)C(=O)O (stereo unspecified)
  A: 5; B: 1; C: 0; D: 85; E: 94; F: -2.0; G: 6; H: 4; I: -9; J: 17
CCOc1ccc(/C=C/C2=Cc3c(sc(NC(=O)CSc4n[nH]c(N)n4)c3C#N)C(C)(C)C2)cc1
  A: -5; B: -34; C: .; D: 28; E: 20; F: -5.2; G: 6; H: -2; I: -13; J: .
Cc1ccc(CNc2ccc(N3CCOCC3)cc2)s1
  A: -4; B: 3; C: 0; D: 100; E: 102; F: -0.5; G: 2; H: -1; I: -11; J: 6
Cn1c(-c2cc3ccc(OC(=O)C(C)(C)C)cc3oc2=O)nc2ccccc21
  A: 21; B: -8; C: .; D: 97; E: 98; F: -4.0; G: 0; H: 1; I: -16; J: -2

# Part of the list above in order of number of heavy atoms, rising.
# Codes – A = GALR2 blocker; B = Yeast growth inh; C = Phagocytosis inh; D = bCat KO growth; E = PTEN del growth; F = MRP1 act; G = Measles CPE; H = NPY-Y2 antag; I = Yeast life ext; J = E-sel TNF inh
COc1ccc(S(=O)(=O)N(C)CC(=O)Nc2ccc3c(c2)OCO3)cc1
  A: -7; B: -59; C: .; D: 103; E: 106; F: -1.5; G: 5; H: 1; I: -2; J: 6
Cn1c(-c2cc3ccc(OC(=O)C(C)(C)C)cc3oc2=O)nc2ccccc21
  A: 21; B: -8; C: .; D: 97; E: 98; F: -4.0; G: 0; H: 1; I: -16; J: -2
Cc1ccc(CN(C(=O)CNC(=O)c2cccs2)C(C(=O)NCC2CCCO2)c2ccccc2)cc1 (stereo unspecified)
  A: 14; B: -62; C: 0; D: 71; E: 70; F: -0.6; G: 3; H: 4; I: -12; J: -35

# Random excerpt: 2 entries already listed.
# Codes – A = GALR2 blocker; B = Yeast growth inh; C = Phagocytosis inh; D = bCat KO growth; E = PTEN del growth; F = MRP1 act; G = Measles CPE; H = NPY-Y2 antag; I = Yeast life ext; J = E-sel TNF inh
COc1ccc(NC(=O)c2ccco2)cc1NC(=O)c1ccc(C)cc1
  A: -5; B: -16; C: -3; D: 80; E: 85; F: -4.3; G: 8; H: -1; I: -6; J: .
Cc1ccc(CN(C(=O)CNC(=O)c2cccs2)C(C(=O)NCC2CCCO2)c2ccccc2)cc1 (stereo unspecified)
  A: 14; B: -62; C: 0; D: 71; E: 70; F: -0.6; G: 3; H: 4; I: -12; J: -35
